# Growth percent in the NCI-60 one-dose screen (48 h, 10 µM unless noted): 100 = growth as untreated, 0 = no growth, -100 = all killed.
# OVCAR-8 – OVCAR-8 ovarian cancer | 81,000 tested, 4.4% active
# U251 – U251 CNS tumor cells | 80,000 tested, 5.4% active
# SNB-19 – SNB-19 CNS cancer cells; 81,000 tested, 2.5% active; AID 1794751
# SF-268 – SF-268 CNS cancer cells. 82,000 tested, 3.1% active. AID 1794759
# PC-3 – PC-3 prostate cancer cells | 80,000 tested, 3.9% active
# SF-539 – SF-539 CNS cancer. 81,000 tested, 6.8% active
# SF-295 – SF-295 CNS cancer cells; AID 1794758; 79,000 tested, 5.6% active
# DU-145 – DU-145 prostate cancer; 81,000 tested, 4.2% active
# * hit, by the source's call; . = not tested or not shown; [ ] = dose if it differs, or a comment. Rule for the calls: active = growth percent below 10; inactive = the rest.
# Below each compound – OVCAR-8	U251	SNB-19	SF-268	PC-3	SF-539	SF-295	DU-145
Cc1nn(-c2ccccc2)c(N(C)Cc2ccccc2)c1C1CC(c2ccc(F)cc2)=NN1c1cc(Cl)cc(Cl)c1 (stereo unspecified)
    104	94	98	97	90	98	102	108
O=C(O)c1ccc(-n2cc(/C=N/Nc3c(F)c(F)cc(F)c3F)c(-c3ccc(O)cc3)n2)cc1
    93	106	92	105	88	86	91	102
C[C@@H](C[C@H](CCO)c1ccccc1)c1csc2ccccc12
    95	94	89	88	82	92	96	102
COc1cc(-c2nnc(-c3cc4cc(OCc5ccccc5)ccc4nc3OC)o2)cc(OC)c1OC
    75	88	73	80	77	68	104	99
CCOC(=O)c1c(N)oc2c(-c3ccccc3)c3c(C(=O)OCC)c(N)oc3cc12
    99	101	92	98	95	102	101	99
CCC1OC(OC)C=CC1=O (stereo unspecified)
    117	113	92	108	97	101	98	107
Cc1ccc(N)c(Br)c1
    114	111	124	104	87	100	114	115
CCCCCCCCCCOC(c1ccccc1)c1ccccc1
    103	94	96	94	84	102	90	105
COc1ccc(Oc2coc3cc(OC(=O)C(C)(C)C)ccc3c2=O)cc1
    106	.	107	109	102	104	.	110
O=C1Nc2c(ccc(Cl)c2Cl)/C1=C/c1cc(Br)c(O)c(Br)c1
    51	66	.	76	59	52	13	85
O=C(Cc1ccc(F)c(Cl)c1)Nc1cc(C2(C(F)(F)F)CC2)nn1CC(F)(F)F
    98	89	95	100	95	99	98	103
CCN(CC)CCCC(C)Nc1ccccc1[N+](=O)[O-] (stereo unspecified)
    98	104	101	98	97	109	111	108
Cc1c(C(=O)c2ccccc2)cc(C(=O)NCc2cccc(Cl)c2)n1Cc1ccc(Cl)cc1
    74	43	78	67	25	75	71	99
Clc1ccc2c(c1)sc1nc(-c3c[nH]c4ccccc34)c(Nc3ccccc3)n12
    100	101	106	86	88	100	103	105
O=C1OCC2=C1C(c1ccccc1)c1cc3c(cc1N2CCO)OCCO3 (stereo unspecified)
    33	7.9*	13	32	17	-23*	0.9*	-9.9*
O=c1c2oc3ncccc3c2ncn1-c1ccccc1
    104	93	107	98	86	105	.	106
CC(C)(C)[Si](C)(C)OC1[C@@H](O[Si](C)(C)C(C)(C)C)[C@@H](CNC(=O)NC(=O)CCl)O[C@H]1n1cnc2c(NC(=O)Nc3ccccc3)ncnc21 (stereo partly specified)
    1.1*	-76*	6.8*	-77*	-36*	-86*	-71*	-2.4*
COc1nc(Nc2cccc(C(F)(F)F)c2)nc(OC)n1
    96	89	101	98	99	98	88	105
Cc1cc(C)c2c(n1)sc1c(Nc3ccc(Cl)cc3Cl)ncnc12
    3.8*	25	32	18	51	4.9*	14	20
O=C1C(O)CCN1C1CCCCC1 (stereo unspecified)
    98	102	114	106	85	105	106	119
COc1cc(C2=NN(c3ccccc3)C(c3cccc(Nc4ccnc5cc(C(F)(F)F)ccc45)c3)C2)cc(OC)c1OC (stereo unspecified)
    92	95	93	74	72	100	65	94
CCCCn1c(C)nc2cc(Nc3nc(N4CCCCC4)nc4nc[nH]c34)ccc21
    30	59	73	60	26	71	47	60
COc1ccc(NS(=O)(=O)/N=C2\NC(=O)NC2=C(Cl)Cl)cc1
    103	94	92	97	91	70	105	101
O=S(=O)(O)C(C(I)I)S(=O)(=O)O
    101	96	113	100	96	100	113	106
CONc1ccn(C2OC(CO)C(O)C2O)c(=O)n1 (stereo unspecified)
    97	99	84	90	98	88	88	102
C/C(=N\N=C(N)N)c1c(C)nn(C(=N)N)c1C
    98	95	101	89	98	114	100	106
Cc1ccc(Nc2nnc(-c3ccc(Cl)cc3)o2)c(C)c1
    95	84	96	90	92	79	81	94
O=C1NC(=S)NC(=O)C1=Cc1cccc(C=C2C(=O)NC(=S)NC2=O)c1
    104	114	99	103	104	100	108	110
CC/C(=C(/c1ccc(O)cc1)c1ccc(OCCN(C)C(=O)COCCNC(=O)c2ccc3c(c2)CN([C@@H]2CCC(=O)NC2=O)C3=O)cc1)c1ccccc1
    99	100	100	105	75	100	98	113
O=C(O)c1cn(C2CC2)c2cc(N3CCN(C(=O)c4ccccc4)CC3)c(F)cc2c1=O
    103	99	102	105	75	98	89	108
O=C(O)C(c1ccccc1)N1CCOCC1 (stereo unspecified)
    103	112	99	105	97	103	108	122
COc1cccc(/C=C/[C@H]2O[C@@H](C)[C@H](O)[C@@H]2O)c1
    106	108	99	.	105	112	109	.
COc1ccc(/C=C(/C(=O)N2CCN(Cc3ccccc3)CC2)c2cc(OC)c(OC)c(OC)c2)cc1
    94	94	94	97	82	98	111	104
CCOC(=O)C1=C(C)NC(=O)NC1c1c(Cl)n(-c2ccccc2)c2ccccc12 (stereo unspecified)
    86	89	84	87	57	88	85	86
O=C(NC1CCCCC1)C(c1cccs1)N(CCc1ccccc1)C(=O)c1ccco1 (stereo unspecified)
    88	97	96	93	93	91	85	103
O=C1Nc2ccc(F)cc2/C1=C/C(=O)c1cc2ccccc2oc1=O
    105	104	100	106	94	105	108	111
O=C(NC(c1ccccc1)c1ccc2cccnc2c1O)c1ccccc1 (stereo unspecified)
    87	95	101	93	90	95	100	105
C=CCn1c2ccccc2c2c(C)c3ccncc3c(C)c21
    68	71	82	78	61	92	84	86
CN(C)c1ccc(/C=N/NC(=O)C[N+](C)(C)C)cc1
    108	100	108	100	97	101	107	101
S=C(N/N=C/c1cccc(I)c1)NC12CC3CC(CC(C3)C1)C2
    94	90	123	104	69	105	103	100
Cc1cccc2[nH]c(=S)[nH]c12
    108	114	94	135	110	111	122	179
CCCCCNCC(O)Cc1ccc(OCC)cc1 (stereo unspecified)
    90	94	105	102	81	109	103	114
c1cnc2ccc3c(c2c1)COCO3
    103	98	110	108	102	110	112	110
CCCCCN(CCCCC)CC(=O)OCC
    96	100	100	102	100	104	83	108
CCOC(=O)c1nn(C2CCCCO2)c2ccc(NC(=O)CSc3nc4ccccc4s3)cc12 (stereo unspecified)
    100	104	98	97	97	91	100	104
COCC(=O)NNc1[nH]c(-c2ccc(OC)cc2)cc1C#N
    113	103	114	119	97	96	96	111
Oc1ccc(O)c(/C=N/NC(=S)NC2CC3CC2C2C=CCC32)c1 (stereo unspecified)
    70	52	71	72	87	82	89	82
COc1ccccc1Nc1nc(SC)nc(-c2cccc(N)c2)c1C#N
    91	.	102	92	90	90	88	76
Nc1c(C(=O)Nc2cccc3cccnc23)sc2nc3c(cc12)C(=O)CCC3
    102	104	97	100	88	104	103	100
Cc1ccc(C(=O)c2ccc([N+](=O)[O-])cc2)cc1
    95	94	98	106	100	103	100	109
O=C(Nc1ccc2ncnc(Nc3cccc(C(F)(F)F)c3)c2c1)c1ccccc1
    80	63	76	72	53	94	80	67
COc1ccc2c(C3(c4c[nH]c5cc(OC)ccc45)C(=O)Nc4ccc(Cl)cc43)c[nH]c2c1
    77	84	96	74	51	81	85	108
O=C(Nc1cccc2c1CCCC2)c1cc2c([nH]c1=O)CCCC2
    91[500 µM]	101[500 µM]	94[500 µM]	96[500 µM]	93[500 µM]	87[500 µM]	101[500 µM]	106[500 µM]
N#CCCN1CCN(CCC#N)c2ccccc21
    106	107	100	105	93	93	98	112
COc1ccc(-c2cc(Cc3cccs3)c(=O)n(Cn3ccc4ccccc43)n2)cc1
    99	104	102	110	.	101	101	110
CC(=O)c1nn(-c2ccccc2)c(=Nc2ccccc2)cc1C
    97	.	92	114	80	107	87	107
Cc1cc(OCCCC(=O)O)ccc1Cl
    104	102	104	98	109	98	107	100
CCOC(OCC)c1ccc(OC)cc1
    111	120	97	117	103	113	117	110
COc1cc(NC(C)CCCN2C(=O)c3ccccc3C2=O)c2nccc(C)c2c1OC (stereo unspecified)
    92	101	109	104	59	119	119	124
Nc1nonc1-c1nc2ccccc2n1Cc1c(F)cccc1Cl
    83	96	99	95	83	90	78	107

# (continued)
# Below each compound – OVCAR-8	U251	SNB-19	SF-268	PC-3	SF-539	SF-295	DU-145
O=Cc1c(N2CC[N+]3(CC2)CC[N+]2(CCNCC2)CC3)nc(-c2ccccc2)nc1N1CC[N+]2(CC1)CC[N+]1(CCNCC1)CC2
    99	123	126	83	101	106	106	94
COc1ccc(CN2CCc3c(Sc4ccccc4OC)nc(N)nc3C2=O)c(OC)c1
    92	96	100	102	103	108	108	109
CC1(C)CC[C@]23CC[C@]4(C)[C@H](CC[C@@H]5[C@H]6c7c([nH]c8ccccc8c7=O)C(C)(C)[C@@H]6CC[C@]54C)[C@H]2C1OC3=O
    101	89	94	85	67	101	99	94
CS(=O)(=O)c1ccc(-c2cnn3ccc(-c4cccc(S(=O)(=O)C5CC5)c4)nc23)cc1
    44	69	67	45	40	61	57	62
COC(=O)C(C)NC(=O)Cc1ccccc1 (stereo unspecified)
    101	97	104	105	99	104	101	106
C/C=C\COc1cc(C)c(Cl)cc1Cl
    99	95	97	114	98	104	99	111
CN[C@@H](CCCNC(N)=NC/C=C(/C)CCC=C(C)C)C(=O)N(C)[C@@H](CCCNC(N)=NCC=C(C)C)C(=O)N[C@H](C)[C@H](OS(=O)(=O)O)c1ccc(OS(=O)(=O)O)c(COS(=O)(=O)O)c1
    98	98	101	101	89	104	112	108
COc1cccc(-c2nonc2CC(O)c2ccccn2)c1 (stereo unspecified)
    104	104	101	99	94	98	102	107
O=C(Nc1ccc(Cn2nnc3c(F)cccc32)cc1)c1ccc(Cl)cc1
    75	78	73	76	76	86	53	82
O=C(NC1C(O)OC(CO)C(O)C1O)NS(=O)(=O)c1ccc(CCNC(=O)c2ccc(Cl)cc2)cc1 (stereo unspecified)
    108	105	100	98	103	103	104	104
COc1ccc(CN2C(=O)/C(=C\C(=O)c3ccc(OCCN4CCCC4)cc3)c3ccccc32)cc1
    86	87	97	84	84	87	94	72
CCn1ncc2c1nc(-c1ccccc1)c[n+]2[O-]
    94	86	100	99	98	103	98	105
COc1ccc(/C=C/c2nc3ccccc3n3c(=S)[nH]nc23)cc1
    86	80	92	99	76	98	128	90
Cc1ccc(OS(=O)(=O)c2ccc(C)cc2)cc1
    100	99	108	101	97	98	94	108
COc1ccc2[nH]c(C(=O)N3CCN(C(=O)OCc4ccc5c(Br)cc(Br)c(O)c5n4)CC3)cc2c1
    -73*	-96*	-93*	-80*	-88*	-100*	-88*	-98*

# Entries above with an NH in an aromatic ring (9):
# Below each compound – OVCAR-8	U251	SNB-19	SF-268	PC-3	SF-539	SF-295	DU-145
Clc1ccc2c(c1)sc1nc(-c3c[nH]c4ccccc34)c(Nc3ccccc3)n12
    100	101	106	86	88	100	103	105
CCCCn1c(C)nc2cc(Nc3nc(N4CCCCC4)nc4nc[nH]c34)ccc21
    30	59	73	60	26	71	47	60
Cc1cccc2[nH]c(=S)[nH]c12
    108	114	94	135	110	111	122	179
COCC(=O)NNc1[nH]c(-c2ccc(OC)cc2)cc1C#N
    113	103	114	119	97	96	96	111
COc1ccc2c(C3(c4c[nH]c5cc(OC)ccc45)C(=O)Nc4ccc(Cl)cc43)c[nH]c2c1
    77	84	96	74	51	81	85	108
O=C(Nc1cccc2c1CCCC2)c1cc2c([nH]c1=O)CCCC2
    91[500 µM]	101[500 µM]	94[500 µM]	96[500 µM]	93[500 µM]	87[500 µM]	101[500 µM]	106[500 µM]
CC1(C)CC[C@]23CC[C@]4(C)[C@H](CC[C@@H]5[C@H]6c7c([nH]c8ccccc8c7=O)C(C)(C)[C@@H]6CC[C@]54C)[C@H]2C1OC3=O
    101	89	94	85	67	101	99	94
COc1ccc(/C=C/c2nc3ccccc3n3c(=S)[nH]nc23)cc1
    86	80	92	99	76	98	128	90
COc1ccc2[nH]c(C(=O)N3CCN(C(=O)OCc4ccc5c(Br)cc(Br)c(O)c5n4)CC3)cc2c1
    -73*	-96*	-93*	-80*	-88*	-100*	-88*	-98*

# Further entries.
# Below each compound – OVCAR-8	U251	SNB-19	SF-268	PC-3	SF-539	SF-295	DU-145
Cc1cc2nc3c4cc(Br)c(Br)c(Br)c4n(CCN(C)C)c3nc2cc1C
    96	97	100	96	83	93	96	103
COCCn1cc(-c2nc(-c3cc4cccnc4[nH]3)cs2)c2cc(OC)ccc21
    25	33	62	45	10	31	15	41
CCOC(=O)CCN(C(=O)Nc1ccccc1)C1CCCCC1
    128	118	110	104	119	99	108	100
O=C1CCC(N2C(=O)c3cccc(NCCCC4CCN(CCNC(=O)c5cc6c(o5)C(=O)c5ccccc5C6=O)CC4)c3C2=O)C(=O)N1 (stereo unspecified)
    6.3*	-84*	-96*	-33*	2.1*	-99*	-95*	-95*
COCCn1c(-c2csc(-c3cn(C)c4ccccc34)n2)cc2cccnc21
    75	73	100	96	43	91	82	86
Cc1oc2nc[nH]c(=O)c2c1C(=O)/C=C/c1cccc2c1OCO2
    98	101	98	100	94	96	103	110
Oc1cccc(-c2nn(-c3ccccc3)cc2-c2ccnc(N3CCOCC3)c2)c1
    91	91	102	88	58	85	67	89
O=C(NCCNC(=O)Nc1ccc(Cl)cc1)Nc1ccc(Cl)cc1
    102	97	96	118	91	104	122	116
O=C(CCNC(=O)c1ccc2c(c1)/C(=C/c1ccc[nH]1)C(=O)N2)NO
    109	93	117	95	85	87	100	87

# Source: PubChem BioAssay (NCI)
